NSD2 HMT inh: inhibitors of human histone methyltransferase NSD2; O96028; NSD2 peptide methylation, AlphaScreen, 120 min; inhibition, % at 12.5 µM; actives 0.54% (n = 310,000); in the data active = inhibition above about 50%
CDK5 p35 inh: inhibitors of human CDK5/p35 kinase | Recombinant CDK5/p35, ADP-Glo luminescence, 60 min | actives 0.01% (n = 330,000) | inhibition, % at 10 µM;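 active = highest replicate inhibition of at least 50% and at least 75% of replicates reaching 50%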;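 also: plate controls were DMSO neutral control for no effect and GW8510 at 10 µM for full effect; many of its hits are not listed in these tables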
PKA-R1A activ: activates the PKA-R1A holoenzyme complex. activation, % at 11.4 µM. actives 0.083% (n = 340,000). PKA-R1A dissociation, Cy5-IP20 fluorescence polarization; scaled: DMSO 0%, 113 µM cGMP 100%. P00514+P68181;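 active = percent activation above the mean of all tested compounds plus 3 SD, cut at about 19% in these data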;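 also: higher means more PKAc released from R1A so a rise in polarization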
MITF TRPM1 HTS: increases MITF-driven TRPM1 promoter luciferase signal; SK-MEL-5 TRPM1-promoter luciferase, 24 h; % of positive control, neutral wells = 0; activation, % at 12.5 µM; actives 0.75% (n = 300,000); AID 588334;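 active = mean activation of at least 80% with every replicate also reaching 80%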;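 also: 0% = neutral control wells and 100% = parthenolide positive control wells; values of inactives mirror those of a sister screen read the other way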
Arrestin-AP2 inh: human beta-arrestin and AP2 interaction inhibition. AID 504490. inhibition, % at 10 µM. FITC-arrestin peptide / GST-AP2 beads, flow cytometry; AP2 beta2 appendage carries R879A mutation. actives 0.31% (n = 340,000);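 active = inhibition above a set limit, near 3 SD of compounds lacking own fluorescence, cut at about 54% in these data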;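 also: plate controls were DMSO wells for no effect and 5 µM unlabelled arrestin peptide for full effect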
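System: GST-AP2 R879A glutathione beads. Medium: PBS with 0.05% Tween 20 and 0.1% BSA. Also added: FITC-arrestin peptide, 50 nM. Incubation: 12 min plus 1 h, RT. Measured by: high-throughput flow cytometry of beads, ex 488, em 535 nm. Evaluation: percent drop in bead-associated FITC signal.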
PKA-R2B activ: activators of human PKA-R2B complex; P22694+P31323; PKA-R2B holoenzyme dissociation, Cy5-IP20 fluorescence polarization; R2B truncated from residue 108, S112A mutant; 0% DMSO only, 100% 113 µM cGMP; activation, % at 11.4 µM; actives 0.079% (n = 340,000); AID 504700;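 active = activation above a cutoff set at the mean over all compounds plus 3 SD, cut at about 18% in these data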;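 also: higher means more holoenzyme dissociation and a rise in polarization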
Target sequence (P31323 whole entry, looked up, other chains not shown, the tested form may be a part): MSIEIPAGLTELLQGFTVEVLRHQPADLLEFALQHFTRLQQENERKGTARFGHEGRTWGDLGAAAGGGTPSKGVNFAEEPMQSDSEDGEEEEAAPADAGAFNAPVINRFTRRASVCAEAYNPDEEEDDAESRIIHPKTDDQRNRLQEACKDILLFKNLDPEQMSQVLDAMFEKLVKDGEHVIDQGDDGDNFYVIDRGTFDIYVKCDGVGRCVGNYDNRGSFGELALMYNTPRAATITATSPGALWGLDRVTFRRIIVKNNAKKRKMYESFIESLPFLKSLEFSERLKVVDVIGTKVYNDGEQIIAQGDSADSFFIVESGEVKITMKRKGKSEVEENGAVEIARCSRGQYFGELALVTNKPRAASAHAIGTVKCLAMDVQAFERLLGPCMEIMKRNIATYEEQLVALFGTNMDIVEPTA
SR-BI DiI inh: inhibitors of mouse SR-BI mediated HDL lipid uptake; ldlA[mSR-BI] CHO cells, DiI-HDL uptake fluorescence, 3 h; inhibition, % at 12.5 µM; actives 0.96% (n = 320,000); Q61009;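 active = mean replicate inhibition of at least 70% and a set share of replicates each scoring 70 or more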;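 also: 0% = median of neutral control wells and 100% = median of positive control wells; values of inactives mirror those of a sister screen read the other way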
dFosB activator: enhances mouse delta FosB homodimer DNA binding; actives 0.99% (n = 340,000); activation, % at 25 µM; purified delta FosB, TAMRA-CDK5 oligo fluorescence polarization; percent of positive-control signal above neutral wells; P13346;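 active = mean activation above about 17%, with every replicate also reaching it, limit read from the data, passing the limit was not always enough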;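 also: fluorescence polarization rise as delta FosB binds a TAMRA Cdk5 AP-1 oligo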
Target sequence (P13346 whole entry, looked up): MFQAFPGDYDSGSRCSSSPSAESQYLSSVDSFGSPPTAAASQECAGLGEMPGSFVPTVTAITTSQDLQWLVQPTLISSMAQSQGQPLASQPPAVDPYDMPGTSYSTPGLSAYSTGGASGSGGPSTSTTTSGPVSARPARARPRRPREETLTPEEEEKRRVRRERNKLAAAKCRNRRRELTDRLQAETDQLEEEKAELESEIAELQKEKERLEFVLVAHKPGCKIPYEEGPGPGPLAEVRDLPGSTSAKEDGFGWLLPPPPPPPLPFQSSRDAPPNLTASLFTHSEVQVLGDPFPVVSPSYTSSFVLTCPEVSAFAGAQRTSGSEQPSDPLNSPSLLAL
Mot1-301 SUMO: inhibitors of SUMOylation pathway: yeast Mot1-301 growth rescue | S. cerevisiae Mot1-301 growth rescue, ATP luminescence, 38.5C; percent above DMSO median, 100 means doubled | growth rescue, % at 18.8 µM | actives 1% (n = 320,000);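 active = every valid replicate shows activation above 250% relative to neutral control wells; inactive = the rest, any valid replicate at or below 250%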;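 also: OY570 slx delta 5 strain wells were the positive control but not used for scaling; some compounds called inactive have numbers as strong as hits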
SR-BI uptake up: SR-BI HDL lipid transfer activation; activation, % at 12.5 µM; actives 0.096% (n = 320,000); CHO ldlA[mSR-BI] cells, DiI-HDL uptake fluorescence, 3 h; 100 = double the neutral-control signal; AID 504775;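 active = mean replicate activation of at least 60% and every replicate at or above 60%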;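 also: 0% = median plate neutral-control signal and 100% = twice that signal; values of inactives mirror those of a sister screen read the other way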
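Material: SR-BI-overexpressing, LDLR-lacking CHO cells | Dosing: Single compound concentration, delivered by pin transfer | Probe or stimulus: Labelled HDL, 10 µg/mL | Signal: Bottom-read cell fluorescence after medium removal, ex 550/em 595 nm | Schedule: 3 h, 37 °C | Evaluation: HDL uptake via cellular fluorescence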
Pemphigus Ab inh: blocks pemphigus antibody binding to human desmoglein-3 | actives 0.48% (n = 310,000) | binding (percent of control), % at 10 µM | P32926 | DSG3-coupled beads, scFv-anti-DSG3-GFP binding, flow cytometry; active compounds read low;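 active = binding more than 3 SD below its plate's average and above zero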;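 also: hits lower antibody fragment binding to DSG3; some compounds called inactive have numbers as strong as hits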
Starred values were filed as active, the others as inactive; · = no result given.

#1 CCC(C)Sc1nc2c(c(=O)[nH]1)C(c1cccs1)C1=C(CCCC1=O)N2 (centres undefined)
#2 CC(=O)c1ccc(NC(=O)CCc2c(C)nn(-c3ccc(N4CCOCC4)nn3)c2C)cc1
#3 Nc1ncnc2nc(SCc3ccccc3)[nH]c12
#4 CCOC(=O)c1c(C)c(C(=O)NCc2ccco2)c(C)n1CC
#5 CCOc1cc2c(C)cc(=O)oc2cc1Cl
entry no. | 1 | 2 | 3 | 4 | 5
NSD2 HMT inh | · | -1 | 0 | -1 | 0
CDK5 p35 inh | -0.9 | 2.3 | 0.8 | 1.5 | -0.6
PKA-R1A activ | -1 | -10 | 3 | -11 | 4
MITF TRPM1 HTS | · | 38 | -4 | -4 | -17
Arrestin-AP2 inh | 12 | -1 | 2 | 24 | 1
PKA-R2B activ | 14 | -2 | 5 | -9 | 2
SR-BI DiI inh | 3 | 47 | 3 | -22 | 10
dFosB activator | -13 | -1 | 5 | 3 | -8
Mot1-301 SUMO | 8 | -7 | 33 | 5 | 12
SR-BI uptake up | -3 | -47 | -3 | 22 | -10
Pemphigus Ab inh | 99 | 105 | 95 | 95 | 102

#6 O=C1C2Sc3[nH]c(=O)sc3C(c3ccccc3)C2C(=O)N1c1ccccc1 (centres undefined)
#7 Cc1ccc(S(=O)(=O)N2CCOCC2)cc1C(=O)c1nccn1C
#8 CCOc1ccc(-c2cc(C(=O)OC)[nH]n2)cc1
#9 Cc1cccc(/C=C2/SC(=O)N(Cc3ccccc3Cl)C2=O)n1
#10 CCN1C(C)=C(C)S/C1=C1\SC(=S)N(C2CCCCC2)C1=O
entry no. | 6 | 7 | 8 | 9 | 10
NSD2 HMT inh | 3 | -2 | 7 | 1 | -1
CDK5 p35 inh | 0.1 | -0.8 | 0.1 | 0.8 | 2.4
PKA-R1A activ | -1 | -3 | -4 | 0 | 1
MITF TRPM1 HTS | 1 | -4 | 77 | 7 | 4
Arrestin-AP2 inh | 5 | -11 | 9 | -7 | 2
PKA-R2B activ | 2 | -2 | 1 | -3 | 8
SR-BI DiI inh | 23 | -16 | 19 | 9 | 61
dFosB activator | -17 | -4 | -13 | -1 | 1
Mot1-301 SUMO | 250 | · | 2 | -21 | -11
SR-BI uptake up | -23 | 16 | -19 | -9 | -61
Pemphigus Ab inh | 107 | 97 | 116 | 106 | 103

Part of the list above, as tab-separated lines.
cpd	mol	NSD2 HMT inh	CDK5 p35 inh	PKA-R1A activ	MITF TRPM1 HTS	Arrestin-AP2 inh	PKA-R2B activ	SR-BI DiI inh	dFosB activator	Mot1-301 SUMO	SR-BI uptake up	Pemphigus Ab inh
9	Cc1cccc(/C=C2/SC(=O)N(Cc3ccccc3Cl)C2=O)n1	1	0.8	0	7	-7	-3	9	-1	-21	-9	106
4	CCOC(=O)c1c(C)c(C(=O)NCc2ccco2)c(C)n1CC	-1	1.5	-11	-4	24	-9	-22	3	5	22	95

Next section
#11 Cc1cccc(CN2CCN(Cc3ccc4nonc4c3)CC2CCO)n1 (centres undefined)
#12 CCOC(=O)c1cc(C(C)(C)C)oc1CN
#13 C/C=C(\C)C(=O)NCCN1C2=NC[C@H](Cc3ccc(O)cc3)N2C[C@H]1Cc1ccc(O)cc1
#14 O=C1c2cc(Cl)ccc2-c2c(O)cc(Cl)cc21
#15 CCC(C)(NC(=O)c1ccccc1)C(=O)O (centres undefined)
#16 CN1CCS/C1=C\C=C1/SC(=S)N(CC(=O)O)C1=O
#17 Cc1ccc(NC(=O)NC2CC(=O)N(c3ccc4c(c3)OCCO4)C2)cc1C (centres undefined)
#18 COc1ccc(OC)c(CN2CCN(C(=O)c3cc4ccccc4cc3O)CC2)c1
entry no. | 11 | 12 | 13 | 14 | 15 | 16 | 17 | 18
NSD2 HMT inh | 3 | 2 | · | 1 | -2 | 11 | 1 | -1
CDK5 p35 inh | 0.7 | -1.3 | 0.5 | 1.0 | -1.4 | 2.4 | 0.2 | -2.5
PKA-R1A activ | 4 | 9 | 3 | -17 | -6 | 8 | -5 | -10
MITF TRPM1 HTS | 7 | -5 | 13 | -9 | -5 | -4 | 8 | -9
Arrestin-AP2 inh | 9 | 1 | 6 | -11 | · | 36 | 4 | -2
PKA-R2B activ | -1 | -4 | 6 | 2 | 7 | -1 | -10 | -4
SR-BI DiI inh | · | -16 | -14 | 21 | -17 | -16 | 11 | 5
dFosB activator | 4 | -7 | -6 | 4 | -7 | 2 | -2 | -9
Mot1-301 SUMO | -11 | -11 | -8 | · | -1 | · | -16 | -14
SR-BI uptake up | · | 16 | 14 | -21 | 17 | 16 | -11 | -5
Pemphigus Ab inh | 103 | 106 | 105 | 115 | 110 | 106 | 107 | 111

Single records, as listed above:
Cc1ccc(NC(=O)NC2CC(=O)N(c3ccc4c(c3)OCCO4)C2)cc1C (centres undefined) across the screens: NSD2 HMT inh = 1; CDK5 p35 inh = 0.2; PKA-R1A activ = -5; MITF TRPM1 HTS = 8; Arrestin-AP2 inh = 4; PKA-R2B activ = -10; SR-BI DiI inh = 11; dFosB activator = -2; Mot1-301 SUMO = -16; SR-BI uptake up = -11; Pemphigus Ab inh = 107
Cc1cccc(CN2CCN(Cc3ccc4nonc4c3)CC2CCO)n1 (centres undefined) across the screens: NSD2 HMT inh = 3; CDK5 p35 inh = 0.7; PKA-R1A activ = 4; MITF TRPM1 HTS = 7; Arrestin-AP2 inh = 9; PKA-R2B activ = -1; SR-BI DiI inh = ·; dFosB activator = 4; Mot1-301 SUMO = -11; SR-BI uptake up = ·; Pemphigus Ab inh = 103
C/C=C(\C)C(=O)NCCN1C2=NC[C@H](Cc3ccc(O)cc3)N2C[C@H]1Cc1ccc(O)cc1 across the screens: NSD2 HMT inh = ·; CDK5 p35 inh = 0.5; PKA-R1A activ = 3; MITF TRPM1 HTS = 13; Arrestin-AP2 inh = 6; PKA-R2B activ = 6; SR-BI DiI inh = -14; dFosB activator = -6; Mot1-301 SUMO = -8; SR-BI uptake up = 14; Pemphigus Ab inh = 105
